# Screens as filed in PubChem BioAssay.
# LMP1 NFkB inh – reduces LMP1-driven NF-kappaB luciferase signal; hit rate 0.69% among 350,000; inhibition, % at 12.5 µM; AID 504558; LMP1-induced NF-kappaB luciferase reporter cells, luminescence; in the data active = inhibition above about 41%;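 note: 0% = neutral control wells and 100% = reference inhibitor control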
# MITF TRPM1 inh – MITF TRPM1 promoter inhibition in SK-MEL-5 cells. SK-MEL-5 TRPM1 promoter luciferase, 24 h. inhibition, % at 12.5 µM. AID 488899. hit rate 0.83% among 330,000;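 active = mean inhibition across replicates of 60% or more, whatever share of single replicates reaches that level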; note: values of inactives mirror those of a sister screen read the other way
# NR2E3 ag-1 – agonists of human nuclear receptor NR2E3. hit rate 0.12% among 320,000. GST-NR2E3/biotin-RetCOR TR-FRET, 1536-well. inhibition of corepressor binding, % at 4.78 µM. Q9Y5X4. AID 2300;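 active = percent inhibition above the cutoff of mean plus 3 SD of all tested compounds, set per screening campaign, cut at about 20% in these data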;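 note: 0% = DMSO wells and 100% = biotin wells as full block of FRET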
# Target sequence (Q9Y5X4 whole entry, looked up): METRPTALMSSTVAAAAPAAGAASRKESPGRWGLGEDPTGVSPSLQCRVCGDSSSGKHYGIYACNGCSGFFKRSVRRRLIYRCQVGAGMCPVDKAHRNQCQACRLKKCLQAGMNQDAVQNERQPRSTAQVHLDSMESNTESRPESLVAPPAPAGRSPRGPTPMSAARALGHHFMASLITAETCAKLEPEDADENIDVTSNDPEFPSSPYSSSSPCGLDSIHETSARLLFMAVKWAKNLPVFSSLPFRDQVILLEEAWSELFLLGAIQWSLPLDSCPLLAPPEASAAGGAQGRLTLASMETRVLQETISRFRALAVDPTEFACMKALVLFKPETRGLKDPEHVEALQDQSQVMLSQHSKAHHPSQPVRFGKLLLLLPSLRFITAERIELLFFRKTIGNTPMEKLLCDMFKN
#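 System: GST-tagged NR2E3 plus biotinylated RetCOR corepressor; Buffer or medium: pH 7.5 Tris-based buffer; Probe or stimulus: RetCOR corepressor, biotinylated, 7 nM; Doses: compound at 4.8 µM, single dose; Schedule: 5 h incubation at 4 °C; Technique: time-resolved FRET; Evaluation: percent inhibition of TR-FRET ratio; Replication: one well per compound, singlicate testing.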
# NR2E3 ag-2 – agonists of human NR2E3 nuclear receptor | Q9Y5X4 | CHO-S Gal4-NCOR/VP16-NR2E3 two-hybrid, luciferase | inhibition of corepressor binding, % at 3.98 µM | hit rate 0.35% among 360,000 | AID 602229;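 active = inhibition above the mean of all tested compounds plus 3 SD, cut at about 70% in these data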;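 note: 0% = DMSO with NR2E3 transfected cells and 100% = cells lacking NR2E3 construct; higher means lower luciferase signal from less NR2E3 corepressor binding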
# C8 TRAIL sens – sensitizes caspase-8 expressing cells to TRAIL. NB7+C8 cells + TRAIL, ATPlite viability luminescence. inhibition (viability loss, TRAIL sensitization), % at 10 µM. hit rate 1% among 360,000. AID 624354;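 active = compounds causing at least 50% loss of cell viability in the single-dose screen, relative to plate controls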
# KKLEB tox – reduces viability of KKLEB cystic fibrosis airway cells; hit rate 0.36% among 360,000; activity change (cytotoxicity), % at 5 µM; KKLEB CF airway cells viability, ATPlite luminescence, overnight; active compounds read low; cells stimulated with P. aeruginosa culture filtrate;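 active = corrected activity change at or below -50% at 5 µM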
# Peg3 promoter – reduces Peg3 promoter-driven luciferase expression in HeLa | HeLa PEG-Prom luciferase reporter, luminescence, overnight | inhibition, % at 20 µM | hit rate 1.7% among 360,000;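 active = inhibition of at least 50% at 20 µM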
# Shn3 inh set2 – inhibitors of Schnurri-3 3'UTR reporter in osteoblasts; Clone20 osteoblast Shn3 3'UTR firefly luciferase, 24 h; inhibition, % at 12.5 µM; hit rate 0.52% among 360,000; AID 588674;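 active = mean inhibition of at least 75% with every replicate also reaching 75%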;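 note: 0% = median of neutral control wells and 100% = pilot-screen positive control compound; some compounds past the cut are filed as inactive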
# HIF-2a block – blocks HIF-2a reporter activity. 786-0 RCC cells HIF-2a reporter, luciferase luminescence, overnight. inhibition, % at 18.8 µM. hit rate 0.72% among 360,000;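 active = inhibition of the luminescence signal of 40% or more relative to plate controls, in a single-dose primary screen at 18.75 µM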
# CF NFkB inh – blocks PAF-induced NF-kB reporter in cystic fibrosis cells; inhibition, % at 5 µM; KKLEB NF-kB-GFP reporter, GFP fluorescence overnight; hit rate 0.86% among 360,000; AID 588850;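 active = at least 50% inhibition at 5 µM, scaled per plate between neutral and stimulator controls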;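 note: PAF is a Pseudomonas aeruginosa culture filtrate used as stimulus; plate controls were PAF-stimulated DMSO wells for no effect and unstimulated DMSO wells for full effect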
# iPSC survival up – increases survival of single human iPS cells; AID 602274; hit rate 0.044% among 360,000; hiPSC single-cell survival, ATPlite luminescence; 100% = ROCK inhibitor wells, 0% = DMSO; survival enhancement, % at 20 µM; in the data active = survival enhancement above about 18%;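 note: cells exposed to compounds for 16 hours before the ATP read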
# * hit, by the source's call; . = not tested or not shown.
SMILES,LMP1 NFkB inh,MITF TRPM1 inh,NR2E3 ag-1,NR2E3 ag-2,C8 TRAIL sens,KKLEB tox,Peg3 promoter,Shn3 inh set2,HIF-2a block,CF NFkB inh,iPSC survival up
COc1ccc(N(CC(=O)NC2CCCCC2)C(=O)CNC(=O)c2ccco2)c(OC)c1,-2.5,1.3,-1.3,-20.8,7.5,-11.2,6.2,-6.6,8.3,8.8,0.3
N#CCCN(C(=O)COC(=O)C1=COCCO1)c1ccc(F)cc1,4.0,-9.9,-0.2,-0.9,-2.8,6.6,-9.9,-14.7,2.8,-24.9,-0.5
COC(=O)c1sccc1NC(=O)CSc1ccccc1NS(=O)(=O)c1ccc(Br)cc1,1.7,2.6,4.0,12.5,5.6,0.1,40.0,-1.4,22.4,18.7,0.6
COc1ccc(C)cc1S(=O)(=O)N(CC(=O)O)c1ccccc1,-0.7,14.2,-1.8,-17.9,-5.7,7.3,13.5,-16.8,20.2,-1.6,-1.7
CC12CCC(C(=O)NCCc3ccccc3)(OC1=O)C2(C)C (stereo not given),1.7,3.0,6.2,-23.6,-1.7,3.5,10.3,12.1,-2.2,-10.0,2.0
Cc1nc2ccccc2nc(C)c1=NOCc1ccc(C#N)cc1,7.0,1.0,-1.0,-42.5,-4.3,-0.7,7.0,-1.0,12.7,-11.4,-1.2
COc1cc(/C=N/n2nnnc2N)ccc1OCC#N,12.2,2.8,0.1,-43.4,-4.9,6.4,-1.6,8.7,10.0,8.1,-0.4
CNC(=O)c1cccnc1Nc1cccc(C(F)(F)F)c1,-11.7,-9.0,-6.3,-37.5,-6.8,9.7,-59.2,-11.4,-100.8,-9.5,0.4
O=C(Cc1cccs1)Nc1nc2c(s1)CCCC2,-47.1,-49.7,3.1,-73.6,1.6,-9.5,-223.4,-8.9,-226.3,-6.2,2.2
Oc1ccccc1-c1n[nH]c(-c2ccccc2O)n1,-3.9,-6.0,.,-16.5,60.2*,0.2,-186.2,66.3,-179.1,18.1,2.0
O=C(CC[C@H]1O[C@@H](n2ccc(=O)[nH]c2=O)[C@H](O)[C@@H]1O)N[C@H](Cc1ccccc1)C(=O)NCCCc1ccccc1,.,.,.,1.2,-0.1,2.9,6.2,-44.5,8.2,-3.4,-1.5
CCCC1/C(=N/O)CC(c2ccccc2)NC1c1ccccc1 (stereo not given),-0.4,2.8,-7.0,15.2,-4.8,-2.8,59.8*,31.9,20.7,74.7*,-1.0
CCn1c(SCC(=O)NCc2ccc(C)cc2)nnc1-c1ccncc1,-1.8,6.4,5.5,-8.9,-8.8,6.7,0.4,-5.3,6.8,-5.9,-0.5
OCc1nn2c(c1Br)NC(c1ccccc1)CC2C(F)(F)F (stereo not given),-10.9,-5.2,2.2,-30.3,-6.1,-10.6,10.1,-0.2,21.4,-10.0,-3.2
COc1ccccc1CN1CCCC(CNC(=O)c2cccc3ccccc23)C1 (stereo not given),9.8,4.6,4.1,8.8,-4.5,-20.4,-4.7,10.2,13.1,-13.6,-0.5
COc1cccc(C(=O)NCc2ccco2)c1OC,-3.4,-5.6,-1.6,11.3,7.9,-1.6,6.8,4.6,11.6,1.1,-0.9
CC(=O)Nc1ccc(NC(=O)Oc2ccccc2)cc1,7.1,-7.7,-2.0,0.2,10.0,0.1,-8.6,14.5,8.9,-6.9,-1.6
Cn1c(=O)c2c(ncn2CC(=O)Nc2ccc3c(c2)OCO3)n(C)c1=O,-0.2,10.8,-1.3,7.5,-12.9,2.0,-7.0,9.9,-2.9,-10.3,1.8
O=C(CN1C(=O)c2cccnc2Oc2ccc(Cl)cc21)NCCCc1ccccc1,-7.2,2.8,6.0,10.2,-8.9,9.8,31.7,-13.8,12.1,-1.3,-0.6
OC(CN1CCN(c2cccc(Cl)c2)CC1)C(c1ccccc1)c1ccccc1 (stereo not given),-2.7,-18.7,-0.1,4.7,8.1,-0.6,-7.2,14.4,1.4,-5.0,0.3
CC(C)(C)OC(=O)N1CCC(C(=O)N[C@H](Cc2ccccc2)C(=O)O)CC1,-3.9,2.2,-3.0,2.2,-10.1,11.9,9.5,0.8,1.6,-1.6,9.4
CCCc1ccc(-c2ccc(F)c(N)c2)nc1,69.3*,41.0,3.5,-89.8,69.2*,-16.2,23.9,20.5,-14.4,3.5,-5.0
CC1CCCCN1CCNc1nc(=S)[nH]c2ccccc12 (stereo not given),3.7,-6.5,0.7,-7.3,-2.7,-7.7,2.6,4.4,1.5,8.8,-1.5
CC1CCC(C(=O)NC(C(=O)N2CCC(N3CCCCC3)CC2)C(C)C)CC1 (stereo not given),0.6,11.6,-0.4,-6.6,-1.9,-1.8,-4.1,-14.3,11.3,-4.6,-3.7
Cc1cc(NCCc2ccc(Cl)cc2)n2ncnc2n1,-4.3,-5.3,-1.3,3.8,0.7,-2.7,9.5,43.4,15.6,-16.9,15.2
CCN1CCc2c(C#N)c(NCc3ccccc3)nc(N(CC)CC)c2C1,12.2,-16.1,-7.2,-15.2,-3.6,-19.4,22.2,7.8,-3.6,-1.9,-1.4
CCOc1ccc2nc(SCC(=O)N3CCCc4ccccc43)sc2c1,7.7,8.3,-3.5,-10.0,6.5,2.8,1.1,-4.4,-3.5,-8.1,-1.8
CC(O)[C@H](NC(=O)C1(c2ccccc2)CCN(C(=O)OC(C)(C)C)CC1)C(=O)O (stereo not given in full),0.2,5.9,3.0,-4.7,-1.2,-0.4,8.8,-6.3,11.8,2.8,0.3
COc1ccccc1/C=N/NC(=O)c1[nH]c(C)c(C(=O)N/N=C/c2ccccc2OC)c1C,1.2,14.0,2.1,9.2,8.5,4.2,0.1,11.4,9.5,3.1,1.8
CC(C)N1C(=S)SC(C)(C)C1n1oc(=O)n(-c2ccc(Cl)c(Cl)c2)c1=O (stereo not given),-6.8,-7.2,2.6,1.1,1.5,-26.1,26.6,-2.4,10.6,-0.8,-1.3
CCO[C@H]1c2c(ccc3ccc(=O)oc23)OC(C)(C)[C@@H]1O,0.1,2.6,1.7,-9.0,4.2,-2.0,-9.9,-6.9,19.5,8.5,-1.0
COc1ccccc1CNS(=O)(=O)c1ccc2[nH]cc(C(=O)O)c(=O)c2c1,3.5,3.8,3.8,-24.9,-6.8,1.7,-5.8,1.3,-0.6,-5.0,-3.0
COC(=O)C(NC(=O)Nc1ccccc1OC)C(C)C (stereo not given),-20.4,3.0,3.0,-11.8,12.2,9.1,12.2,9.3,13.1,-3.3,-2.5
Oc1c(C=Nc2cccnc2)sc2ccccc12,-1.3,-11.2,-12.0,-0.1,14.2,4.0,-44.5,0.8,-75.6,10.9,-0.7
CCOc1ccc2nc(NCCNC(=O)CC)c(C#N)cc2c1,-2.8,5.8,-1.4,-24.6,3.4,2.0,5.0,-2.3,2.9,11.1,-0.2
CCN(Cc1cc(=O)oc2cc(C)ccc12)c1ccccc1,1.5,.,.,-17.3,-11.6,-4.0,9.0,-10.2,-12.5,5.3,-0.5

# Some of the entries so far, as tab-separated lines.
SMILES	LMP1 NFkB inh	MITF TRPM1 inh	NR2E3 ag-1	NR2E3 ag-2	C8 TRAIL sens	KKLEB tox	Peg3 promoter	Shn3 inh set2	HIF-2a block	CF NFkB inh	iPSC survival up
Cc1cc(NCCc2ccc(Cl)cc2)n2ncnc2n1	-4.3	-5.3	-1.3	3.8	0.7	-2.7	9.5	43.4	15.6	-16.9	15.2
CCN1CCc2c(C#N)c(NCc3ccccc3)nc(N(CC)CC)c2C1	12.2	-16.1	-7.2	-15.2	-3.6	-19.4	22.2	7.8	-3.6	-1.9	-1.4
CCOc1ccc2nc(SCC(=O)N3CCCc4ccccc43)sc2c1	7.7	8.3	-3.5	-10.0	6.5	2.8	1.1	-4.4	-3.5	-8.1	-1.8
CC(O)[C@H](NC(=O)C1(c2ccccc2)CCN(C(=O)OC(C)(C)C)CC1)C(=O)O (stereo not given in full)	0.2	5.9	3.0	-4.7	-1.2	-0.4	8.8	-6.3	11.8	2.8	0.3
COc1ccccc1/C=N/NC(=O)c1[nH]c(C)c(C(=O)N/N=C/c2ccccc2OC)c1C	1.2	14.0	2.1	9.2	8.5	4.2	0.1	11.4	9.5	3.1	1.8
CC(C)N1C(=S)SC(C)(C)C1n1oc(=O)n(-c2ccc(Cl)c(Cl)c2)c1=O (stereo not given)	-6.8	-7.2	2.6	1.1	1.5	-26.1	26.6	-2.4	10.6	-0.8	-1.3
CCO[C@H]1c2c(ccc3ccc(=O)oc23)OC(C)(C)[C@@H]1O	0.1	2.6	1.7	-9.0	4.2	-2.0	-9.9	-6.9	19.5	8.5	-1.0

# The list continues.
SMILES,LMP1 NFkB inh,MITF TRPM1 inh,NR2E3 ag-1,NR2E3 ag-2,C8 TRAIL sens,KKLEB tox,Peg3 promoter,Shn3 inh set2,HIF-2a block,CF NFkB inh,iPSC survival up
O=C(CN1c2ccccc2Sc2ccccc21)NNC(=O)Nc1ccc(Cl)cc1,-5.1,-5.0,0.4,-10.5,2.1,-0.5,27.1,-1.4,33.2,-12.6,-0.1
CN(C)CCN(C(=O)C1CCCCC1)c1nc2cc3c(cc2s1)OCO3,0.6,-3.4,1.0,-21.6,-4.3,-0.4,-48.8,-10.6,-43.6,-0.3,-0.5
Cc1cc(=O)oc(C)c1C(=O)NCc1ccco1,0.4,3.6,-1.0,15.3,-11.5,-5.6,-4.5,.,7.2,10.2,2.6
O=C(CSc1ncn[nH]1)Nc1ccc(Br)cc1Br,-4.9,-24.8,.,-15.7,-3.9,14.0,-48.0,-44.4,-71.5,23.7,-0.1
COCCCNC(=O)c1cc(Nc2ccc(OC)cc2OC)nc2ccccc12,2.8,4.9,0.8,-19.6,-5.8,-1.4,4.6,10.0,-5.9,-11.8,0.3
Cc1ccsc1C(=O)N1CCCC1(C)C(=O)NCC(C)C (stereo not given),.,.,.,13.1,-8.3,18.5,0.4,0.0,8.1,-6.3,-0.4
NC(=O)CCN1CCN(CCOC2Cc3cc(Cl)ccc3Sc3ccccc32)CC1 (stereo not given),1.6,-14.7,-6.0,11.3,4.5,-6.0,8.8,-3.9,14.7,23.3,-0.2
COc1ccc(/C=C2\SC(=S)N(CCCC(=O)N3CCOCC3)C2=O)cc1OC,1.9,-7.2,6.6,3.5,7.2,4.8,-0.3,3.1,-4.9,17.4,-0.2
Cc1c(C(=O)N(C)CCn2ccnc2C)oc2c(F)cccc12,-1.2,4.7,2.4,2.1,-13.7,-3.3,6.1,25.2,19.3,4.5,1.8
COc1ccc(Cn2c(=O)[nH]c3cc(C(=O)Nc4ccc(N5CCN(C)CC5)cc4)ccc32)cc1,4.4,-8.9,0.1,-10.5,11.9,6.5,5.6,16.4,26.8,0.1,1.6
CCc1cc(-c2[nH]ncc2-c2ccc([N+](=O)[O-])cc2)c(O)cc1OC,-15.2,15.9,4.4,-24.7,4.6,-5.6,31.4,19.7,19.8,36.3,-0.3
CCN(CC)c1cc2c(c3c1ccn3C)C1CCC2C1 (stereo not given),.,.,.,12.0,19.7,14.1,-42.5,5.2,10.0,-10.4,1.6

# Some of the compounds tested, so the mix of outcomes need not match the whole.
